# DAX1 inh-1 – DAX1 (NR0B1) inhibitors, primary screen, cell-based, HEK293, Gal4-DAX1, luciferase luminescence. HEK293 Gal4-DAX1 luciferase reporter. inhibition, % at 6.75 µM. 340,000 tested, 0.99% active. AID 504766, 2011;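 active means inhibition above the mean over all tested compounds plus 3 SD, cut at about 4.2% in these data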;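 further: 0% = DAX1-transfected cells with DMSO and 100% = empty-vector control cells with DMSO; inhibition shows as a rise in luminescence from relieved DAX1 repression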
# Target sequence (P51843 207-470 limits assumed): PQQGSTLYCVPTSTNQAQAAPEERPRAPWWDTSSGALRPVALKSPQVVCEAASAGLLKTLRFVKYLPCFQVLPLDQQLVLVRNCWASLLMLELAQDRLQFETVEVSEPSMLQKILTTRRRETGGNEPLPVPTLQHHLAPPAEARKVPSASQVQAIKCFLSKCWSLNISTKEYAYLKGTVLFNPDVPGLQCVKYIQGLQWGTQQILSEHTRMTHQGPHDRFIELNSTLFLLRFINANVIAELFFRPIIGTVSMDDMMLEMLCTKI
# DAX1 inh-2 – DAX1 (NR0B1) inhibitors on StAR promoter, primary screen, cell-based, luminescence, SF-1 (NR5A1), full-length DAX-1; 370,000 tested, 1.1% active; AID 652010, 2013; inhibition, % at 6.8 µM; HEK293T StAR-luciferase reporter, SF-1/DAX-1 repression relief;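 active means inhibition above the mean over all tested compounds plus 3 SD, cut at about 3.6% in these data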;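 further: 0% = DAX-1 cells with DMSO and 100% = cells lacking DAX-1 with DMSO; higher inhibition means more luminescence from relief of DAX-1 repression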
# NR1D1 modulator – modulators of Rev-erb alpha DNA binding, primary screen, biochemical, FITC-DNA, fluorescence polarization, uHTS | activity, % at 10 µM | Nuclear receptor subfamily 1 group D member 1 (Homo sapiens), P20393 | AID 1259318, 2017 | Rev-erbα–FITC-DNA binding, 90 min | 370,000 tested, 0.79% active;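 active means activity above about 14%, limit read from the data; passing the limit was not always enough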;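 further: 0% = DMSO wells with 35 nM protein and 100% = DMSO wells with 750 nM protein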
# Target sequence (P20393 whole entry, looked up): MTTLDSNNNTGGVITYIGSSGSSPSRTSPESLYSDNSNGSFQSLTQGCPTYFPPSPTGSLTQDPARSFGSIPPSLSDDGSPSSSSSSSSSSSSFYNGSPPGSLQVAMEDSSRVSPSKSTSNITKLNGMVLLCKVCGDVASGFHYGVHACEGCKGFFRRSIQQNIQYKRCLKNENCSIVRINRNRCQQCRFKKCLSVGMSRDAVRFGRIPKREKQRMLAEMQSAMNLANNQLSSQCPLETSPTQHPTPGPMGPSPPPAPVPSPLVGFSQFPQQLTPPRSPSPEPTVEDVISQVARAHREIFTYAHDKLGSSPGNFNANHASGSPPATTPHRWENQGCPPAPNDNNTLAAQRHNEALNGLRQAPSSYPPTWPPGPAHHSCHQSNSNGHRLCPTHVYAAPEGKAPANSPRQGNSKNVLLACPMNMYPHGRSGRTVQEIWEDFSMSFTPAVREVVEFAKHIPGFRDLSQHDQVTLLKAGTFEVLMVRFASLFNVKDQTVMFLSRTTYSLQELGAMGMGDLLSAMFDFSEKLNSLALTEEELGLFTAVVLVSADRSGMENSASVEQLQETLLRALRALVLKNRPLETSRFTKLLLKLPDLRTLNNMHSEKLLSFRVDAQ
# hcDAF12 agonist – H. contortus DAF-12 nuclear receptor activators, primary screen, cell-based, luminescence, HEK293, lit1-tk-luc reporter. activation, % at 6.8 µM. AID 652067, 2013. HEK293 hcDAF-12 lit1-tk-luc reporter; 0% DMSO, 100% Δ7-dafachronic acid. 370,000 tested, 1.4% active;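 active means activation above the mean of all tested compounds plus 3 SD, cut at about 5.5% in these data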;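 further: 100% = response to 3 µM Δ7-dafachronic acid high control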
# ssDAF-12 act – S. stercoralis DAF-12 nuclear receptor activators, primary screen, cell-based, luminescence, HEK293, GRIP1 co-expression, lit1-tk-luc. AID 652126, 2013. HEK293 ssDAF-12/GRIP1 lit1-tk-luc reporter; % of 3 µM dafachronic acid response. 370,000 tested, 1% active. activation, % at 6.8 µM;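 active means activation above the mean over all tested compounds plus 3 SD, cut at about 0.9% in these data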;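 further: 0% = DMSO-only wells and 100% = 3 µM delta7-dafachronic acid wells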
# SMARCA2 activ – SMARCA2 (BRM) function activators, primary screen, cell-based, luminescence, high throughput. MG213 cells, MMTV-luciferase reporter, dexamethasone, overnight. activation, % at 9.1 µM. 370,000 tested, 1% active. AID 652017, 2013; in the data active means activation above about 7.8%;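 further: 0% = vehicle wells and 100% = reference activator wells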
# ADAM17 inh – ADAM17 inhibitors, primary screen, biochemical, QFRET; recombinant ADAM17, EDANS/DABCYL FRET peptide cleavage; 370,000 tested, 0.83% active; AID 720648, 2013; inhibition, % at 6.95 µM; Disintegrin and metalloproteinase domain-containing protein 17 (Homo sapiens), P78536;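 active means inhibition above the mean of compounds lying between control limits plus 3 SD, set per campaign, cut at about 8.5% in these data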;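 further: 0% = DMSO-only wells as the low control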
# MBD2 DNA inh – inhibitors of MBD2 binding to methylated DNA, primary screen, biochemical, TR-FRET, DNA-binding domain, human; Methyl-CpG-binding domain protein 2 (Homo sapiens), Q9UBB5; MBD2 binding to methylated oligonucleotide; AID 686964, 2013; inhibition, % at 4.4 µM; 370,000 tested, 0.31% active; in the data active means inhibition above about 13%
# PLC-gamma1 inh – PLC-gamma1 enzyme inhibitors, primary screen, biochemical, fluorescence, purified enzyme | fluorogenic substrate | inhibition, % at 12.2 µM | 370,000 tested, 0.84% active | AID 720700, 2013; in the data active means inhibition above about 9.5%
# hgDAF12 agonist – H. glycines DAF-12 receptor agonists, primary screen, cell-based, luminescence, HEK293, GAL4 fusion, UAS-luciferase | Nuclear hormone receptor DAF-12 (Heterodera glycines), GAL4 fusion | HEK293 GAL4-hgDAF12 UAS-luciferase reporter, agonist luminescence; normalized to butyrate control | activation, % at 6.8 µM | 370,000 tested, 1.8% active | AID 687014, 2013;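 active means activation above a cutoff set at the mean of all screened compounds plus 3 SD, cut at about 10% in these data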;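 further: 0% = DMSO wells and 100% = sodium butyrate wells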
# PLC-beta3 inh – human PLC-beta3 inhibitors, primary screen, biochemical, fluorescence; 1-phosphatidylinositol 4,5-bisphosphate phosphodiesterase beta-3 (Homo sapiens), Q01970; Purified PLC-beta3, fluorogenic substrate; inhibition, % at 12.2 µM; 370,000 tested, 0.18% active; AID 720704, 2013; in the data active means inhibition above about 11%;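 further: 0% = median of compound wells on plate and 100% = full blocker control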
# Active calls of the source: *; x = not tested or not shown. Compounds as they come; any-hit rate near 7.4%.
SMILES,DAX1 inh-1,DAX1 inh-2,NR1D1 modulator,hcDAF12 agonist,ssDAF-12 act,SMARCA2 activ,ADAM17 inh,MBD2 DNA inh,PLC-gamma1 inh,hgDAF12 agonist,PLC-beta3 inh
O=C(CCNC(=O)c1ccccc1)Nc1cccnc1,-0.4,0.2,5,-1.1,-1.9,-2,-5,-3,0,-2.0,-6
COc1ccc(CNS(=O)(=O)CCNCCc2ccccc2)cc1,-0.4,1.2,1,0.7,-0.8,4,0,-5,1,4.7,-2
OCC[C@H]1C[C@H](O)[C@@H](O)[C@@]2(CCCc3ccccc3O2)O1,0.0,-0.3,-1,1.4,-1.1,1,-4,0,0,-0.7,2
COCCNC(=S)N1CCC(C(=O)c2ccc(F)cc2)CC1,1.8,-0.2,-6,-0.6,-1.7,0,1,2,2,-1.1,-3
COc1ccc(/C=C(\C#N)C(=O)OC2CCOC2=O)cc1 (stereo not given),1.7,1.0,-2,-1.5,-1.4,-1,-2,0,-6,-2.9,-11
O=C(COC(=O)C1=COCCO1)NCc1ccc(Cl)cc1Cl,-0.4,-0.3,-4,-1.7,-1.2,0,-2,-4,-2,-3.0,2
O=C(CCNC(=O)c1ccccc1Cl)NN1C(=O)NC2(CCCCC2)C1=O,-0.3,0.2,0,0.3,-1.4,1,-4,-3,-2,-0.9,1
COc1ccc(C2(C(=O)Nc3ccc(C(=O)N4CCOCC4)cc3)CCOCC2)cc1,1.1,0.1,3,0.3,-0.6,0,-2,-2,1,0.0,4
O=C(CSc1nnc(-c2cccc(Cl)c2)n1Cc1ccco1)Nc1ccc2c(c1)OCO2,x,-1.7,0,-1.7,-1.9,-5,4,-4,-3,-1.3,-1
C=CCn1c(SCC(=O)Nc2ccccc2-c2ccccc2)nnc1-c1ccccc1,x,2.8,-4,-0.1,-1.3,-6,4,1,13*,2.5,10
Cc1cc(C)nc(NC(=O)Nc2ccc(F)cc2F)n1,1.1,0.5,1,2.1,-0.3,0,1,0,1,0.7,-6
CCOC(=O)c1ccc(NC(=S)NCCc2ccc(F)cc2)cc1,x,2.5,1,-1.2,-1.0,-1,7,2,-2,-2.1,-5
CCOC(=O)CC[C@@]1(C(=O)OCC)C[C@@H](CC(=O)N2CCOCC2)C(=O)N2CCCC=C21,x,0.1,1,-0.4,-0.6,-3,1,-1,0,-2.0,1
O=[N+]([O-])c1cc(Cl)ccc1-c1nc(-c2ccncc2)no1,-0.1,-0.1,4,1.0,0.3,3,-2,2,-2,2.6,4
Cn1c(=O)c2c([nH]c(OCc3ccc(Cl)cc3Cl)[n+]2Cc2ccc(F)cc2)n(C)c1=O,2.4,0.0,-4,0.4,-1.4,0,-1,-2,-2,1.8,-2
Cc1noc(NS(=O)(=O)c2ccc(NC(=O)c3ccc(N4C(=O)c5ccccc5C4=O)cc3)cc2)c1C,-0.9,-0.2,-6,0.3,-1.6,1,-1,-3,1,-0.5,1
O=[N+]([O-])c1ccc(NNC(=S)Nc2ccc(F)cc2)cc1,-0.1,-2.1,4,-0.6,-1.0,-1,2,-5,-1,3.5,0
O=C(O)C1CSC2(c3ccc4c(c3)OCCO4)CCC(=O)N12 (stereo not given),1.2,-0.5,-2,-1.5,-0.6,1,-5,-2,2,-0.3,3
Cc1cc(-c2cccs2)c(C#N)c(=S)[nH]1,-0.2,-0.1,1,-0.8,-1.2,-1,-1,-3,-4,-1.2,-15
Cc1cccc(N2CC(C)Cn3c2nc2c3c(=O)n(CC(=O)OCc3ccccc3)c(=O)n2C)c1 (stereo not given),1.6,-0.1,-3,-1.5,-1.7,-6,5,2,1,-1.9,3

# Rewritten as labelled records: entries from further up
SMILES: Cc1cc(C)nc(NC(=O)Nc2ccc(F)cc2F)n1
  DAX1 inh-1 = 1.1 | DAX1 inh-2 = 0.5 | NR1D1 modulator = 1 | hcDAF12 agonist = 2.1 | ssDAF-12 act = -0.3 | SMARCA2 activ = 0 | ADAM17 inh = 1 | MBD2 DNA inh = 0 | PLC-gamma1 inh = 1 | hgDAF12 agonist = 0.7 | PLC-beta3 inh = -6
SMILES: Cc1cc(-c2cccs2)c(C#N)c(=S)[nH]1
  DAX1 inh-1 = -0.2 | DAX1 inh-2 = -0.1 | NR1D1 modulator = 1 | hcDAF12 agonist = -0.8 | ssDAF-12 act = -1.2 | SMARCA2 activ = -1 | ADAM17 inh = -1 | MBD2 DNA inh = -3 | PLC-gamma1 inh = -4 | hgDAF12 agonist = -1.2 | PLC-beta3 inh = -15

# Going on with the list:
SMILES,DAX1 inh-1,DAX1 inh-2,NR1D1 modulator,hcDAF12 agonist,ssDAF-12 act,SMARCA2 activ,ADAM17 inh,MBD2 DNA inh,PLC-gamma1 inh,hgDAF12 agonist,PLC-beta3 inh
Cc1cccc(N(Cc2ccccc2)C(=O)CCl)c1,-0.5,-4.0,5,-2.4,-1.2,-10,-7,8,-1,-5.8,-11
COc1ccc(CN2C[C@@H](CO)O[C@@H](n3cnc4c(N5CCN(CCO)CC5)ncnc43)C2)cc1,x,-0.4,-1,-1.9,-0.8,-2,-6,0,5,-1.4,0
Cc1nc2ccccc2n1C(=O)c1ccc(Cl)cc1[N+](=O)[O-],0.1,0.0,-4,5.8*,-1.2,0,-5,-4,1,-1.1,2
Cc1cc(S(=O)(=O)N2CCOCC2)ccc1NC(=O)c1ccc(F)cc1,-1.2,-0.3,6,-1.6,-1.2,-1,2,0,0,-2.7,4
CCOC(=O)C1CCN(C(=O)c2cc3ccc(OC)cc3[nH]2)CC1,1.0,0.9,-3,3.3,0.0,1,-2,4,5,2.1,-6
CCS(=O)(=O)c1ccc2oc(SCC(=O)NCCC3=CCCCC3)nc2c1,-0.5,-1.7,-3,-2.9,-1.5,-2,-1,0,-1,-1.4,2
CCNC(=O)C1(C)CCCN1C(=O)c1cc(OC)c(OC)c(OC)c1 (stereo not given),x,0.5,-3,-1.0,-1.5,-2,5,-4,8,1.6,2
CN1CCc2ccccc2CC1=O,-0.6,0.9,0,-0.2,-1.7,-3,5,-2,6,-1.1,-3
CCCCCOc1ccc(/C(C)=N/NC2=NCCN2)cc1,0.2,0.0,-2,0.2,-1.5,-1,-2,-4,2,0.0,-11
CCOC(=O)C(N)CSC1CC(=O)N(CCc2ccccc2)C1=O (stereo not given),0.7,-0.2,8,0.3,-1.4,1,-2,-4,1,3.5,-3
N=c1nc(SCCC(=O)O)ss1,-1.9,-0.6,-2,-3.2,-1.9,-5,-5,-3,-1,-7.7,3
CCN1C[C@@H]2[C@@H]3C(=O)N(Cc4ccccc4)C(=O)[C@@H]3[C@](CC)(C(=O)OC)N2C1=NC1CCCCC1,0.1,-1.1,3,0.1,-1.2,2,0,4,2,0.7,2
Cc1ccc2cc(CN(CC(C)C)S(=O)(=O)c3cccc4nonc34)c(=O)[nH]c2c1,1.0,-1.2,1,-0.4,-1.0,-1,1,1,0,0.6,-8
COc1ccc(-c2ocnc2C(=O)Nc2ccc3c(c2)CCC3)cc1,-1.1,-0.3,8,-2.3,-1.0,-3,-2,-3,-3,0.7,-5
CC(C)N(C)c1ncnc2c1ncn2[C@H]1CN(Cc2ccc(Cl)cc2)C[C@@H](CO)O1,x,-2.5,2,-2.4,-1.5,1,1,-5,2,-3.4,3
Cc1ccc(NC(=O)COC(=O)c2ccccc2Cl)cc1S(=O)(=O)N(C)C,0.4,-0.7,1,-0.7,-1.5,0,1,2,2,1.4,-3
Cc1occc1C(=O)N/N=C/c1sc(N2CCOCC2)nc1-c1ccccc1,0.0,-0.1,3,0.8,-0.5,-3,-3,7,-6,0.2,-10
CCCNC(=O)c1csc2c1CCCCC2,3.8,0.1,5,-1.7,-1.1,-1,-2,2,-2,0.1,1
CSCCC(NC(=O)C1CCC(C)CC1)C(=O)NCCN1CCOCC1 (stereo not given),2.3,-0.3,-2,-0.5,-1.8,-2,-4,-2,-2,1.6,-2
CCCOc1ccc(N2C(=O)CC(SC(=NC)Nc3ccc(F)cc3)C2=O)cc1 (stereo not given),-1.3,-0.7,-3,-0.9,-0.6,-3,-3,1,-5,-0.5,2
Cc1ccccc1OCC(=O)NNC(=O)Nc1ccccc1,1.1,0.1,-6,-0.3,-0.8,-1,6,0,5,-0.9,8
C/C(=N\NC(=O)c1c(Br)c(C)nn1C)c1cccc(NC(=O)C2CCC2)c1,-0.1,-0.3,8,-1.4,-1.4,-1,5,1,7,1.4,3
O=S(=O)(Nc1ccc(N2CCCCC2)cc1)c1cccc2cccnc12,1.8,-1.0,3,-1.0,-1.6,-1,-1,-1,2,-1.8,1
C[C@@H]1CCCCO[C@@H](CN(C)C(=O)Nc2ccc(F)cc2)[C@@H](C)CN([C@H](C)CO)C(=O)c2cc(NC(=O)Nc3ccc4c(c3)OCO4)ccc2O1,x,0.5,-5,1.5,-0.5,-4,1,-3,1,1.8,1
O=C(N/N=C/c1cccc([N+](=O)[O-])c1)c1ccc2nc[nH]c2c1,-0.6,-0.2,0,0.5,-1.3,0,-3,-1,1,0.8,2
Oc1cccc(CCc2ccccn2)c1,0.1,1.1,0,0.3,-0.4,0,-5,2,2,6.4,5
O=C(Cc1ccccc1)Nc1ccc(NC(=O)c2ccccc2)c(Cl)c1,0.7,0.1,2,-2.7,-1.7,-4,-5,-1,-3,-0.4,-2
NC(=O)CC[C@H](NC(=O)[C@H](Cc1ccccc1)n1c(=O)[nH]c2ccccc2c1=O)C(=O)N1CCC[C@H]1C(=O)O,3.2,0.2,-1,-0.2,-1.3,1,-2,0,1,2.7,3
CCOC(=O)c1sc(NC(=O)c2ccccc2F)c(C(N)=O)c1C,-0.8,0.5,20*,1.5,-1.9,0,3,1,-5,3.4,-10
CCOC(=O)N1CCC2(CC1)C(C(=O)C13CC4CC(CC(C4)C1)C3)C2(C#N)C#N (stereo not given),0.1,-0.3,-1,-1.7,-1.8,2,-7,3,-2,-0.5,-6
CC(OC(=O)c1cccc(S(=O)(=O)N2CCCCC2)c1)C(=O)NC1CCCCC1C (stereo not given),0.4,0.6,0,-0.5,-1.0,-2,1,2,-2,2.6,-5
CC1=C(C(=O)Nc2ccccc2)C(c2ccccc2)N2C(=O)CSC2=N1 (stereo not given),0.3,-0.2,-6,-2.1,-1.3,-1,3,4,1,0.6,5
Cc1ccc(NS(=O)(=O)c2cccc3cccnc23)cc1Cl,-1.1,-0.2,3,-1.4,-1.3,-2,0,10,0,-0.7,-9
O=C(C=C(C(=O)c1ccccc1)c1ccccc1)c1ccccc1,-0.8,-0.5,6,-0.7,-0.8,-3,1,0,2,-0.9,-2
Cc1ccc(C)c(NC(=O)C(=O)NCCCN2CCOCC2)c1,1.3,0.1,1,-0.9,-1.3,0,-3,1,2,11*,0
